B2AR arrestin: qHTS assay of beta-arrestin-biased ligands of beta2-adrenergic receptor. Beta-2 adrenergic receptor (Homo sapiens), P07550. beta-arrestin recruitment to beta2AR, cell-based reporter. Potency, µM (highest dose often 46.1 µM), for the others: at the highest dose activation, hits mostly activators. hit rate 0.02% among 330,000. AID 492947, 2010;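 note: potency is the fitted concentration of half-maximal effect; 0% = DMSO controls and full agonism = EC100 isoproterenol or metaproterenol; nearly all actives have a fitted effect of over 65% in size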
Target sequence (P07550 whole entry, looked up): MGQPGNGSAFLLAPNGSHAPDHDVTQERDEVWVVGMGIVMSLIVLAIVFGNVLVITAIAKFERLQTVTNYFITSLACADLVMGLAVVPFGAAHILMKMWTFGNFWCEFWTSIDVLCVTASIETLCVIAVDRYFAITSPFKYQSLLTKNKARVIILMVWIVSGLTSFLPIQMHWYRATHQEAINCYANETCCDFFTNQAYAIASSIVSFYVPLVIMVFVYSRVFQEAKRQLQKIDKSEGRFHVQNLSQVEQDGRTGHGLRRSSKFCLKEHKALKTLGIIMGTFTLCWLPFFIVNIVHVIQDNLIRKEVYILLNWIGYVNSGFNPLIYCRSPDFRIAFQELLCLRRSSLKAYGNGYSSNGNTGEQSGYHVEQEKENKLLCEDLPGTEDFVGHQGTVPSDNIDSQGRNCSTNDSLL
PKM2 activator: qHTS Assay for Activators of Human Muscle isoform 2 Pyruvate Kinase; Pyruvate kinase PKM (Homo sapiens), P14618; purified PKM2, Kinase-Glo ATP luminescence, activation; response scale: 0% is enzyme alone, no compound; Potency, µM (top dose mostly 57.5 µM), for the others: top-dose activation, hits mostly activators; hit rate 0.34% among 260,000; AID 1631, 2009; note: potency is the fitted concentration of half-maximal effect; % is set by controls: 0 for no effect and ±100 for the full control effect; nearly all actives have a fitted effect of over 55% in size
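Purified hPK-M2 (>95% pure) converted ADP (0.1 mM final) to ATP with 0.5 mM PEP in 50 mM imidazole pH7.2, KCl, MgCl2, Tween 20, BSA; 1 h at room temperature. ATP detected by Kinase-Glo luminescence.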
S-ASM inh: Inhibitors of Secretory Acid Sphingomyelinase (S-ASM): qHTS; AID 504937, 2011; Sphingomyelin phosphodiesterase (Homo sapiens), P17405; Potency, µM (titrated, usually from 57.5 µM), for inactives: top-dose activity change, negative = inhibition, hits mostly inhibitors; placental ASM, HMU-PC fluorogenic substrate, 60 min; hit rate 0.006% among 340,000; note: potency is the fitted concentration of half-maximal effect
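Fluorogenic HMU-PC substrate (9 uM final) is turned over by placental ASM in 60 min at 37 C after a 10 min compound preincubation. Reaction ended by alkaline stop (pH 10), with fluorescence read at 386/447 nm.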
BCR signal inh: qHTS Assay to Find Inhibitors of Chronic Active B-Cell Receptor Signaling; ABC-DLBCL IkBa-CBG/CBR reporter, luminescence ratio, 4 h; Potency, µM (series often up to 46.1 µM), without a hit: top-dose ratio change, negative = lower green/red ratio, actives largely listed as inhibitors; hit rate 0.05% among 340,000; AID 493014, 2011; active = well fitted inhibition curve with a large enough effect in the signal ratio, with a control signal flat, not every such curve was filed as active; inconclusive = small, poorly fitted or top-dose-only effect, or effect the other way, or a change in a side signal; the % refers to the signal ratio;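 note: potency is the fitted concentration of half-maximal effect; plate controls were basal doxycycline-induced cells for no effect and cells given 10 µM MG132 for full effect; MG132 reads +100%, hits lower the ratio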
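Concentration-response series (up to 46 uM) were applied to TMD8 dual-reporter cells for 4 h at 37C with doxycycline. Green/red ratio, after filter-overlap correction, defined %Activity; red signal alone was normalised to basal cells and zero luminescence.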
Giardia killer: Small Molecules that selectively kill Giardia lamblia: qHTS. activity change, % at 7.66 µM, hits read low. hit rate 0.15% among 340,000. Giardia lamblia trophozoite viability; in the data active = activity change below about -80%; inconclusive = between about -30% and that limit;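 note: parasites exposed to compound for two days anaerobically before the ATP read; % is set by controls: 0 for no effect and ±100 for the full control effect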
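Killing of trophozoites was scored by loss of ATP luminescence after a 48 hrs anaerobic exposure to compounds at 37 deg C, using 100 cells per well.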
FBPA coupling cs: qHTS Assay for Inhibitors of Fructose-1,6-bisphosphate Aldolase from Giardia Lamblia: Coupling assay counterscreen; coupling enzyme system counterscreen, AmpLite Red fluorescence; activity change, negative = inhibition, % at 58.2 µM, hits read low; hit rate 0.67% among 290,000; in the data active = activity change below about -30%; note: % is set by controls: 0 for no effect and ±100 for the full control effect
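Activity here indicates interference with the coupling reaction, not aldolase inhibition. Compounds at 57.5 uM final met coupling enzymes for 10 min at RT; substrate and AmpLite Red detection followed, with a 525/598 nm fluorescence read after 20 min.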
GALK inh: qHTS Assay for Inhibitors of Human Galactokinase (GALK); Potency, µM (top dose mostly 57.5 µM), for the others: at the highest dose activity change, negative = inhibition, hits mostly inhibitors; Purified GALK, Kinase-Glo residual ATP luminescence; hit rate 0.007% among 270,000; note: potency is the fitted concentration of half-maximal effect; % is set by controls: 0 for no effect and ±100 for the full control effect
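Kinase-Glo Plus luminescence measured ATP left after a 1 h room-temperature reaction. The reaction used 5 nM GALK, 100 uM galactose and 35 uM ATP at pH 8.0 (20 mM HEPES, 5 mM MgCl2, 60 mM NaCl, 1 mM DTT, 0.01% BSA).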
Menin MLL FP TR: qHTS Assay for Inhibitors Targeting the Menin-MLL Interaction in MLL Related Leukemias: Competition With Texas Red Labeled MLL-derived Mutant Peptide; O00255; Menin + Texas Red MLL mutant peptide, fluorescence polarization; Potency, µM (series often up to 61.6 µM), for the others: top-dose FP activity change, negative = inhibition, usual class: inhibitors; hit rate 0.23% among 270,000; active = well fitted inhibition curve with a large enough effect in the polarisation, with a control signal flat, not every such curve was filed as active; inconclusive = small, poorly fitted or top-dose-only effect, or effect the other way, or a change in a side signal; inactive = no such curve, though single readings can be large or run the other way; the % refers to the polarisation; note: potency is the fitted concentration of half-maximal effect; % of control where 0% means no effect; many of its hits are not listed in these tables
a7 integrin act: qHTS for Activators of Integrin-Mediated Alleviation for Muscular Dystrophy; alpha7betagal myoblasts, beta-gal FDG fluorescence, 48 h; Potency, µM (series often up to 38.3 µM), inactives show top-dose activation, hits mostly activators; hit rate 0.064% among 350,000; AID 624291, 2012;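 note: potency is the fitted concentration of half-maximal effect; 100% = response of the positive control SU9516; nearly all actives have a fitted effect of over 60% in size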
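alpha7betagal+/- myoblasts (passage 13, 250/well) treated 48 h at 37C with compounds at 1:260 dilution of DMSO stock. Lysed, then beta-galactosidase activity read as FDG fluorescence (ex 480/em 540) after 30 min, with pre-read for autofluorescence.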
Tb PFK inh: qHTS Assay to Find Inhibitors of T. brucei phosphofructokinase; ATP-dependent 6-phosphofructokinase (Trypanosoma brucei brucei), O15648; T. brucei PFK, ADP-Glo luminescence; Potency, µM (doses to about 57.5 µM), for inactives: at the top dose activity, negative = inhibition, usual class: inhibitors; hit rate 0.17% among 330,000; AID 485367, 2010;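 note: potency is the fitted concentration of half-maximal effect; 0% = uninhibited 1x PFK enzyme wells and -100% = no-enzyme wells; nearly all actives have a fitted effect of over 60% in size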
Target sequence (O15648 whole entry, looked up): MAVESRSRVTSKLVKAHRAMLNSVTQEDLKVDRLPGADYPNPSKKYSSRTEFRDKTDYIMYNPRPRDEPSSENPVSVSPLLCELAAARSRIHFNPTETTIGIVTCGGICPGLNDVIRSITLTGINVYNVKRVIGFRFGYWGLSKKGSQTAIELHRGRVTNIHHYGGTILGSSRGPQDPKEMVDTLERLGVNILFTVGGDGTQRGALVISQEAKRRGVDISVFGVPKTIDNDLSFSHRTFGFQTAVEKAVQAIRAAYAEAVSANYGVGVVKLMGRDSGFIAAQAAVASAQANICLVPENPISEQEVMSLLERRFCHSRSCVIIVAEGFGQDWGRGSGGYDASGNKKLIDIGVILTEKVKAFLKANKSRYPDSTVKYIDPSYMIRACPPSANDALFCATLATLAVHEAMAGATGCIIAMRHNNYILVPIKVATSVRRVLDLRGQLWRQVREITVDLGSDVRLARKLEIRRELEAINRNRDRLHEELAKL
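PFK 1.25 nM, F6P 0.5 mM, ATP 0.1 mM, 0.1 M TEA pH 8.0, 5 mM MgCl2, 0.01% Tween20, 0.1% BSA; 45 min RT. ADP-Glo readout. qHTS titration up to 57 uM; curves fitted, compounds curve-classed.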
TSG101-PTAP inh: qHTS Assay for Iinhibitors of HIV-1 Budding by Blocking the Interaction of PTAP/TSG101; Potency, µM (doses to about 115 µM), for the others: at the top dose activity change, negative = inhibition, hits mostly inhibitors; 340,000 tested, under 10 active; Fluorescence polarization, FITC-PTAP peptide / Tsg101 binding; AID 493005, 2010; Tumor susceptibility gene 101 protein (Homo sapiens), Q99816; active = well fitted inhibition curve with a large enough effect in the main read-out, with a control signal flat, not every such curve was filed as active; inconclusive = small, poorly fitted or top-dose-only effect, or effect the other way, or a change in a side signal; inactive = no such curve, though single readings can be large or run the other way; note: potency is the fitted concentration of half-maximal effect; % of control where 0% means no effect
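Compounds were pin-transferred onto Tsg101 binding domain (10 uM final) in HEPES pH 7.5 buffer, then FITC-PTAP peptide was added at 50 nM final. After 20 min at RT, polarization reported peptide displacement across a qHTS concentration series.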
* marks the source's active call; other numbers are inactive results; i = inactive; ? = inconclusive; . = not tested or not shown; [ ] = dose if it differs, or a comment. Unless noted, calls come from the whole dose curve; as a rule, active = well fitted curve in the direction sought with a large enough effect; inconclusive = small, poorly fitted or top-dose-only effect, or another doubt; inactive = no such curve, though single readings can be large; an effect the other way counts as inactive or inconclusive.

SMILES	B2AR arrestin	PKM2 activator	S-ASM inh	BCR signal inh	Giardia killer	FBPA coupling cs	GALK inh	Menin MLL FP TR	a7 integrin act	Tb PFK inh	TSG101-PTAP inh
O=Cc1cccn1-c1ncc(Br)cn1	1.0%	1%	1%	14%	15	1	6%	2%	-4%	-5%	-2%
CC(=O)Oc1cccc(N2C(=O)c3ccc(C(=O)Nc4cccnc4)cc3C2=O)c1	-0.3%	6%	0%	-4%	?	-1	1%	2%	-1%	4%	-3%
O=C(CSc1nnc(-c2ccc(S(=O)(=O)N3CCCC3)cc2)n1CC1CCCO1)NC1CC1 (stereo not drawn)	-0.2%	-15%	0%	5%	-10	0	0%	-7%	-5%	-1%	0%
COc1ccc(C2CC(c3ccccc3)=NN2c2ccc(S(N)(=O)=O)cc2)cc1OC (stereo not drawn)	-0.3%	-10%	i	?	-13	-4	-2%	-8%	0%	0%	-2%
CC(C)(C)OC(=O)C[C@@H]1C/C=C\C[C@@H](CC(=O)N(CCO)Cc2ccccc2)C(=O)N[C@H](Cc2ccccc2)COC1=O	0.1%	.	3%	0%	12	.	.	.	-6%	0%	.
CC(=O)c1ccc(N2Cc3ccccc3/C2=N\C(=O)Nc2ccccc2)cc1	-0.2%	9%	?	0%	7	4	0%	-11%	37%	-2%	-1%
CN(Cc1ccccc1)C(=O)c1ccccc1NC(=O)C1CC1	-0.1%	-1%	2%	-2%	3	3	2%	1%	7%	0%	1%
CC1CCCC(C)N1C(=O)CSc1nc(N)cc(N)n1 (stereo not drawn)	-0.3%	.	-1%	4%	-1	-2	1%	5%	9%	2%	-7%
C/C(Cc1ccccc1)=N\NC(=O)c1ccc(F)cc1	-1.1%	-21%	0%	?	3	2	2%	5%	-19%	-4%	7%
COc1ccc2nc(NC(=O)C(NS(=O)(=O)c3cccc4nsnc34)C(C)C)sc2c1 (stereo not drawn)	-0.8%	6%	1%	11%	-24	3	2%	-6%	3%	-5%	1%
O=C(c1ccc2ccccc2n1)N1CCN(S(=O)(=O)c2ccc(Cl)cc2)CC1	-0.4%	.	1%	-5%	-2	.	.	.	4%	18%	0%
C[N+](C)(C)CCCCCC(=O)/C=N/O	?	2%	5%	2%	8	0	1%	3%	4%	-4%	0%
COc1cccc(N(CC(=O)NCCSc2ccccn2)S(C)(=O)=O)c1	0.2%	1%	1%	?	11	0	0%	.	-30%	1%	-5%
COc1ccc(NC(=O)Cn2cnc3c(oc4nc5c(cc43)COC(C)(C)C5)c2=O)cc1	-0.4%	0%	4%	-9%	0	-1	-1%	.	19%	2%	1%
COC(=O)C1=C(O)/C(=C\c2ccc(OCC(=O)Nc3ccccc3)cc2)N=C1C	0.2%	.	2%	2%	0	.	4%	.	?	-1%	0%
Cc1c(C(=O)O)sc(S(=O)(=O)N2CCN(C(=O)CCc3ccccc3)CC2)c1C(=O)O	0.1%	.	7%	-1%	-9	.	.	.	21%	-1%	1%
CSc1ccc(CN2CCN(Cc3ccccc3)C(CCO)C2)cc1 (stereo not drawn)	-1.1%	-1%	2%	-5%	10	1	2%	-11%	-28%	2%	0%
O=C(O)c1ccccc1CSc1nc2ccccc2o1	0.0%	-9%	6%	?	-16	9	-4%	?	29%	0%	-6%
Cc1c(/C=C/C(=O)c2ccc(O)cc2)cnn1C	-0.3%	-3%	-2%	?	-14	-7	0%	17%	4%	-9%	-2%
CCC1SC2=NC(C)=C(C(=O)OC)C(c3cccs3)N2C1=O (stereo not drawn)	0.0%	-1%	0%	15%	1	1	-3%	-8%	-8%	-2%	-4%
CCOc1ccc(CC(=O)NNC(=S)NCCc2ccccc2)cc1	0.0%	?	3%	0%	3	0	6%	0%	10%	-1%	-7%
CC(C)Cn1c(N)c(C(=O)COC(=O)C2CC(=O)N(c3ccc4c(c3)OCCO4)C2)c(=O)n(C)c1=O (stereo not drawn)	-2.8%	.	3%	-13%	9	.	.	.	-17%	-3%	-4%
CS(=O)(=O)N(CC(=O)N1CCC(C(N)=O)CC1)c1cc(C(F)(F)F)ccc1Cl	0.5%	-1%	-1%	-1%	-21	2	13%	9%	18%	-1%	-1%
COc1ccc(-c2csc(NC(=O)CSc3nc(C)nc4sc(C(=O)O)c(C)c34)n2)cc1	-0.3%	?	-13%	10%	-22	2	.	.	0%	0%	-4%
Oc1ccc(/C=N/Nc2ncnc3nc[nH]c23)cc1	0.1%	-19%	40%[activator]	?	-6	-3	8%	.	-20%	?	-11%
COC(=O)Cc1c(C)c2c(O)cc(C)cc2oc1=O	.	-8%	233%[activator]	.	-8	-3	-1%	23%	7%	.	0%
COc1ccccc1S(=O)(=O)Cc1ccc(C(=O)N2CCN(c3ccccc3)CC2)o1	0.3%	3%	-2%	?	-13	3	3%	-1%	8%	0%	1%
Cc1cc(C)c(S(C)(=O)=O)c(Sc2ccc(Cl)cc2)n1	-0.5%	-6%	-20%	9%	5	1	1%	8%	23%	3%	-2%
Cn1c(-c2ccc(Br)cc2)cnc1NCc1cccnc1	-0.3%	0%	6%	-6%	2	.	2%	-17%	-31%	-9%	-4%
O=C(COC(=O)c1ccccc1Br)NCc1ccccc1	-0.5%	3%	2%	-14%	-9	-2	0%	-5%	11%	-4%	-2%
CCn1cc(C(=O)N(C)CC(OC)OC)c(=O)c2cc(S(=O)(=O)N3CCOCC3)ccc21	0.1%	.	-3%	2%	19	.	-3%	.	-3%	5%	-3%
CCOC(=O)c1cc(-c2ccncc2)nc2c1c(C)nn2C	0.5%	-2%	33%[activator]	-2%	10	1	3%	-5%	-42%	6%	-8%
Cc1ccc(CN(C)C(=O)CN2C(=O)NC(c3ccccc3)(c3ccccc3)C2=O)c(C)c1	0.4%	.	-4%	?	-27	.	.	.	-4%	0%	-1%
CCCc1cc(=O)oc2c(CN3CCN(C)CC3)c(O)c(Cl)cc12	-0.5%	-3%	i	4%	6	2	6%	-2%	2%	-3%	-6%
O=[N+]([O-])C(=C1NCCN1)C(Cl)=C(Cl)Cl	-0.7%	-13%	-3%	20%	18	0	-2%	13%	19%	-2%	-2%
O=C(/C=C/c1ccc(Cl)cc1)N1CCN(c2ccc(Cl)cc2[N+](=O)[O-])CC1	-0.6%	0%	-22%	16%	15	1	-1%	-20%	4%	3%	-1%
COc1ccc(/C=N/NS(=O)(=O)c2ccccc2)cc1OS(=O)(=O)c1ccc(C)cc1	2.8%	3%	-6%	?	-22	1	0%	0%	-46%[inhibitor]	-1%	1%
CN1c2ccsc2C(O)=C(C(=O)Nc2ccccc2)S1(=O)=O	0.0%	-5%	2%	?	-1	11	-8%	21%	-6%	5%	-7%
CCCn1c(N2CCN(Cc3cccc(C)c3)CC2)nc2c1c(=O)[nH]c(=O)n2C	0.0%	0%	2%	?	-13	0	3%	-3%	6%	0%	-3%
COc1cccc(-c2cnc(NCc3cc(Cl)ccc3O)n2C)c1	-1.1%	?	3%	?	15	2	3%	?	11%	-2%	0%
CCCn1c(SCC(=O)c2c(C)[nH]c(C)c2C(=O)OCC)nc2ccccc21	0.6%	10%	-3%	0%	9	0	1%	-6%	-22%	-8%	-1%
Cc1nn(Cc2ccc(Cl)cc2Cl)c(C)c1NC(=O)c1ccc(COc2cc(Cl)ccc2Cl)o1	-0.7%	-2%	-4%	8%	7	0	5%	?	-45%[inhibitor]	-5%	-4%
COC(=O)CSc1nn(-c2ccc(F)cc2)c(=S)s1	0.2%	-2%	-2%	4%	-2	5	1%	-2%	14%	1%	-1%
COc1ccc(CNC(=S)NC2CCCC2)cc1	-0.7%	11%	1%	0%	-1	1	-1%	-1%	0%	-3%	4%

Bioassay records: PubChem BioAssay, National Center for Advancing Translational Sciences (NCATS)

A portion of the library (hit frequency here may not be typical).
